Screens from PubChem BioAssay.
CHO-K1 Ca antag = nonselective inhibitor or artifact in parental CHO-K1 cells; ATP-induced calcium, Fluo-8 fluorescence; hit rate 0.6% among 360,000; AID 602250; inhibition, % at 3 µM;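 active means inhibition above a per-plate cutoff, the plate's mean sample inhibition plus 3 SD, cut at about 24% in these data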;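 further: 0% = DMSO plus EC80 ATP and 100% = DMSO alone without ATP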
V1aR counter = V1a receptor agonism, counter-screen for OXTR agonists. P37288. CHO-V1R cells, Fluo-8 calcium fluorescence, agonist mode; 0% DMSO, 100% 3 nM vasopressin. activation, % at 3 µM. hit rate 0.25% among 320,000;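 active means activation above the mean activation of all tested compounds plus 3 SD, per screening run, cut at about 20% in these data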;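 further: signal is peak over basal fluorescence ratio across a 100 second FLIPR read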
Target sequence (P37288 whole entry, looked up): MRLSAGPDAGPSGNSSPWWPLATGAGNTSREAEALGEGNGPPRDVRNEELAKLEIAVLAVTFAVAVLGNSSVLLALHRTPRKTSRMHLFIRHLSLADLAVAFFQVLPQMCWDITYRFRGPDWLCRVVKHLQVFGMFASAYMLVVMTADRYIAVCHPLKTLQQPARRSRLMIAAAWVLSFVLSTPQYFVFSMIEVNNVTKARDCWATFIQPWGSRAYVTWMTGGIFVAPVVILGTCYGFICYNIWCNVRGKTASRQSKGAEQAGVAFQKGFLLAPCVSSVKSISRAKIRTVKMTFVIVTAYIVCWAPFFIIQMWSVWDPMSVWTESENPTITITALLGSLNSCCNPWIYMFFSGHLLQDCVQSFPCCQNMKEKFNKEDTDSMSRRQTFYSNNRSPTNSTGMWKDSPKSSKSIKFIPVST
CHO parental Ca = counter-screen for OX1R antagonists: effect in parental CHO cells; parental CHO-K1, ATP-induced calcium, Fluo-8 fluorescence; inhibition, % at 5.6 µM; hit rate 0.63% among 330,000;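 active means inhibition above that plate's mean sample inhibition plus 3 SD, cut at about 26% in these data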;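 further: 0% = ATP-challenged DMSO wells and 100% = DMSO wells without ATP; some compounds past the cut are filed as inactive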
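test system = CHO parental line | reagent = ATP stimulus | measured by = intracellular calcium via Fluo-8 no-wash fluorescent dye | control set = ATP and no-ATP DMSO wells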
OXTR potentiate = human OXTR potentiation | P30559 | CHO-OTR cells, Fluo-8 calcium fluorescence, potentiator mode; 0% = oxytocin EC15, 100% = EC100 | activation, % at 3 µM | hit rate 0.061% among 320,000 | AID 2445;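 active means activation above that plate's cutoff, the mean activation of tested compounds plus 3 SD, cut at about 6.6% in these data, passing the limit was not always enough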;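 further: 100% uses oxytocin at 75 nM as the full agonist control; some results filed as inactive read as strong as hits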
Target sequence (P30559 whole entry, looked up): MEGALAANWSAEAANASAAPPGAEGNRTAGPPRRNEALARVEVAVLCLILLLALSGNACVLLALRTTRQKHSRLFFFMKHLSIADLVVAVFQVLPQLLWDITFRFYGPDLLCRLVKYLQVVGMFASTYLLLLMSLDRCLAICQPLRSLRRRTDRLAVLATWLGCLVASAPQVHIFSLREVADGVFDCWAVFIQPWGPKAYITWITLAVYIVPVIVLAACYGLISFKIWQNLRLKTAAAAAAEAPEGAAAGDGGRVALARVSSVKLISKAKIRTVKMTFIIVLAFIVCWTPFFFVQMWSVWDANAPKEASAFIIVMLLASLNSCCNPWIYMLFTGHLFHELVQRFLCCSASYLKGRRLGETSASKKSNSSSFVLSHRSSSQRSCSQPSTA
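Assay system: CHO cell line stably expressing human OTR. Reagent: EC15 oxytocin agonist. Dosing: single dose, 3.0 µM nominal final compound concentration. Timing: compound 6 min at room temperature before oxytocin, 100 s read. Signal: kinetic Fluo-8 calcium fluorescence. Controls: oxytocin EC15 low and EC100 high.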
TAAR1 antagonist = human TAAR1 antagonism; hit rate 1.5% among 360,000; CHO RD-HGA16 TAAR1, Fluo-8 calcium fluorescence, antagonist; AID 624466; Q96RJ0; inhibition, % at 3 µM;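 active means inhibition above a per-plate cutoff, the mean inhibition of test compounds on that plate plus 3 SD, cut at about 49% in these data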;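 further: 0% = DMSO plus EC80 beta-PEA response and 100% = DMSO alone without agonist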
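Test system – hTAAR1-expressing CHO RD-HGA16 cells, Gα16-coupled · Reagent – β-PEA at EC80 concentration, post-compound challenge · Compound dosing – 3 µM, single point · Timing – 140 s kinetic read after compound, 140 s after agonist · Detection – Fluo-8 intracellular calcium dye fluorescence, real-time kinetic reads · Control set – DMSO and EC80 PEA controls · Repeats – n of 1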
CHRM1 agonist = human M1 muscarinic receptor agonism; P11229; CHO-K1 hM1, Fluo-8 calcium fluorescence, agonist mode; 0% DMSO, 100% acetylcholine EC100; activation, % at 3 µM; hit rate 0.33% among 360,000; AID 588814;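 active means activation above the run's mean compound activation plus 3 SD, cut at about 16% in these data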;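 further: peak over basal fluorescence ratio within a 140 s kinetic read after compound addition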
TAAR1 ag = agonists of human TAAR1. hit rate 0.99% among 360,000. Q96RJ0. AID 624467. activation, % at 3 µM. CHO RD-HGA16 TAAR1, Fluo-8 calcium fluorescence; vehicle wells 0%, saturating PEA agonist 100%;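 active means activation above the mean activation of all test compounds in the run plus 3 SD, cut at about 38% in these data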
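Test system: RD-HGA16 (CHO) cells co-expressing Gα16 and hTAAR1; dosing: one-point dosing at 3 µM (nominal); timing: 17-24 h seeding, 75 min 37 °C dye, 30 min RT; signal: kinetic Fluo-8 calcium fluorescence; read-out basis: % activation relative to PEA EC100 response; controls: DMSO and PEA EC100; replicates: n 1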
CHO-K1 Ca PAM = M1 PAM counterscreen hit in parental CHO-K1 cells; ATP EC20, Fluo-8 calcium fluorescence; 0% at ATP EC20, 100% at ATP max; activation, % at 3 µM; hit rate 0.02% among 360,000; AID 602247;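 active means activation above the run cutoff, the mean activation of all test compounds plus 3 SD, cut at about 40% in these data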;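 further: peak over basal fluorescence ratio in a 140 s read after ATP addition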
CHO-K1 Ca ag = counter-screen for M1 agonists: effect in parental CHO-K1 cells | Fluo-8 calcium fluorescence; scaled to maximal ATP response, vehicle zero | activation, % at 3 µM | hit rate 0.48% among 360,000; in the data active means activation above about 15%;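 further: untransfected CHO-K1 host cells lacking M1 receptor as counterscreen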
Active calls of the source: *; · = no result given.

SMILES	CHO-K1 Ca antag	V1aR counter	CHO parental Ca	OXTR potentiate	TAAR1 antagonist	CHRM1 agonist	TAAR1 ag	CHO-K1 Ca PAM	CHO-K1 Ca ag
O=C(COC(=O)c1ccc(NC(=O)C2CC=CCC2C(=O)O)cc1)c1ccccc1 (centres undefined)	-5	0.3	-9	-1	-2	-5	2	14	9.7
c1ccc(-c2csc3ncn4cnnc4c23)cc1	19	-1.6	-6	-1	-2	-3	0	13	0.1
CN(Cc1ccc(Cl)cc1Cl)C(=O)CNC(=O)c1ccco1	2	-0.6	-7	-1	-21	-3	5	7	2.8
O=C(O)CCN1C(=O)c2ccc(NC(=O)Cc3ccc(Cl)cc3)cc2C1=O	-18	0.2	-4	-12	-12	-2	1	10	0.4
Cc1c(C)n(CC(O)CN2CCCCC2)c2ccccc12 (centres undefined)	4	0.2	-25	-12	-2	-5	6	-4	0.4
Fc1cccc(-c2ncc(-c3ccccc3)o2)c1	-15	·	·	·	5	-2	5	23	1.2
CC(=O)Nc1cccc(NC(=O)Cc2nc(-c3ccccc3)sc2-c2ccc(C)cc2)c1	-4	-0.1	-2	-13	3	0	-1	8	0.1
COc1ccccc1-n1cnc2c(c1=O)c1nc3ccccc3nc1n2CCc1ccccc1	-4	1.2	-2	-5	-6	-5	2	-4	0.3
COc1cc2c(cc1NC(=O)C(Cl)Cl)-c1ccc(NC(=O)C(Cl)Cl)cc1C2	3	·	·	·	26	-7	0	-7	0.3
COc1cc(C23CCCN(CCC(C(C)(C)C)C2)C32OCCO2)cc(OC)c1OC (centres undefined)	-21	·	·	·	-38	·	2	3	0.0
O=C(Nc1ccc2c(c1)[C@@H]1C[C@@H](CC(=O)N3CCOCC3)O[C@@H](CO)[C@@H]1O2)NC1CCCC1	-4	·	·	·	4	-2	1	12	0.9
COc1nc(/C(N)=N/O)nc(N2CCCCC2)n1	1	1.0	-7	3	13	-6	9	-3	0.0
CCCNc1nc2c(c(=O)[nH]c(=O)n2C)n1Cc1ccc(F)cc1	-4	1.2	-2	-8	-19	-5	1	5	-0.2
Cn1c(SCC(=O)NCc2cccs2)nnc1-c1ccco1	-14	0.3	-2	2	-5	-4	7	18	1.0
COc1ccc(-c2nonc2NC(=O)c2oc3ccc(F)cc3c2C)cc1OC	-10	-0.5	-21	-4	-28	-2	3	-7	-0.1
Cc1c(C(=O)OCC(C)C)[nH]c2c1C(=O)CC(c1cccs1)C2 (centres undefined)	-8	0.0	-4	-8	-11	-2	1	1	0.1
COc1cc(/C=C/C(=O)OCN2C(=O)c3ccccc3C2=O)ccc1OC(F)F	-8	·	·	·	-24	-2	-1	-11	0.5
C/C=C/c1ccc(OCCOc2ccc(C=O)cc2OC)c(OC)c1	2	1.3	-6	-2	27	-6	3	6	2.1
Cc1ccc(OCCN(C)C)c([N+](=O)[O-])c1	-19	1.1	-3	4	-8	-8	1	25	0.5
Cc1ccc(S(=O)(=O)N(C)C)cc1NC(=O)/C=C/c1cccs1	4	-0.2	-22	-5	-6	-5	0	8	-0.1

An excerpt of these results, with bars between the fields.
Compound | CHO-K1 Ca antag | V1aR counter | CHO parental Ca | OXTR potentiate | TAAR1 antagonist | CHRM1 agonist | TAAR1 ag | CHO-K1 Ca PAM | CHO-K1 Ca ag
C/C=C/c1ccc(OCCOc2ccc(C=O)cc2OC)c(OC)c1 | 2 | 1.3 | -6 | -2 | 27 | -6 | 3 | 6 | 2.1
Cc1ccc(OCCN(C)C)c([N+](=O)[O-])c1 | -19 | 1.1 | -3 | 4 | -8 | -8 | 1 | 25 | 0.5
Cc1ccc(S(=O)(=O)N(C)C)cc1NC(=O)/C=C/c1cccs1 | 4 | -0.2 | -22 | -5 | -6 | -5 | 0 | 8 | -0.1

Other results:
SMILES	CHO-K1 Ca antag	V1aR counter	CHO parental Ca	OXTR potentiate	TAAR1 antagonist	CHRM1 agonist	TAAR1 ag	CHO-K1 Ca PAM	CHO-K1 Ca ag
O=C(CNC(=O)c1ccc(-c2ccccc2)cc1)OCc1ccc(Br)cc1	-6	·	·	·	-28	-7	2	18	0.6
S=C(NCCCN1CCOCC1)Nc1ccc(N2CCOCC2)cc1	-8	0.7	-11	5	3	-2	0	13	0.6
CCCCn1c2nc3ccccc3nc2c2c(=N)oc(C)nc21	-28	·	·	·	3	-5	1	20	0.7
NC(=O)Cn1cc(/C=N\NS(=O)(=O)c2cccc([N+](=O)[O-])c2)c2ccccc21	7	0.9	-1	-10	-2	0	0	-16	-0.2
O=C(C1=C(O)C(=O)N(CC2CCCO2)C1c1ccccc1[N+](=O)[O-])c1ccco1 (centres undefined)	-8	-0.2	5	4	-22	-1	4	11	-0.6
Cc1cc(=O)[nH]c(SCC(=O)NCc2ccc3c(c2)OCO3)n1	-10	-0.1	-2	-3	2	0	1	4	0.1
CC(C)OC(=O)/C(=C\c1ccccc1)NC(=O)c1ccccc1	3	-0.7	-19	4	5	-4	10	-11	0.4
Cc1cccc(OCC(=O)NCc2ccncc2)c1C	-3	1.4	-11	2	7	-8	0	18	0.3
O=C(COC(=O)c1ncc(Cl)c(Cl)c1Cl)NCc1ccccc1	-7	1.3	-26	-3	3	-3	10	9	0.0
CCOC(=O)C(NC(=O)CC(C)C)(Nc1sc2c(c1C(N)=O)CCCC2)C(F)(F)F (centres undefined)	-2	-0.4	-1	-10	-2	-8	3	14	0.3
CCOc1ccc(OCC)c(S(=O)(=O)N2CCC(C)CC2)c1	-7	-0.6	-16	-5	-5	-2	5	-6	-0.3
C=CCn1c(=O)c2c(C)c(C)sc2n2c(Nc3ccc(OC)cc3)nnc12	3	0.4	-30	2	-23	-3	-2	-4	-0.8
Cc1cc(C)n2nnnc2c1C#N	11	0.2	-6	-6	0	-2	1	-7	-0.5
N#Cc1ccc(-c2cccnc2)nc1SCc1ccc(Cl)cc1Cl	0	-0.1	-17	-5	-25	-3	7	17	3.0
CC(Oc1cccc2ccccc12)C(=O)N/N=C/c1cccnc1 (centres undefined)	-7	2.7	-7	-17	-13	1	4	20	3.7
CCOC(=O)C1CCCN(C(=O)c2cc(S(=O)(=O)N3CCCCC3)ccc2Cl)C1 (centres undefined)	2	2.8	-14	-4	-25	2	5	0	5.4
CCOc1ccc(NC(=O)c2ccc(C#CC(C)(C)O)cc2)cc1	-5	1.3	8	0	0	-4	2	16	4.9
CCOc1ccccc1CNn1nnnc1N	-5	0.4	3	-3	3	-2	8	1	0.1
COc1ccc(NC(=O)c2cccc(OS(=O)(=O)N(C)C)c2)cc1	3	2.4	-3	-16	6	-7	1	15	3.4
COc1ccc2nc(Cl)c(C#N)cc2c1	-8	0.9	-8	1	17	-6	8	20	2.0
COc1cccc(-c2noc(-c3cccnc3)n2)c1	-3	-0.2	-3	-17	10	-1	17	-16	0.1
CCOC(=O)Cc1csc(N/N=C/c2cccc([N+](=O)[O-])c2)n1	-1	4.9	-17	-6	16	-2	-5	-22	1.9
CS(=O)(=O)N1CCN(C(=O)CCC2CCCC2)CC1	6	-0.5	-20	-14	-10	-2	4	-2	0.0
COc1cc(CO)ccc1OCc1nnnn1-c1ccc(C)cc1	-11	1.5	5	-6	14	-8	1	19	0.7
O=c1oc2ccc3ccccc3c2cc1-c1nnc(-c2ccccc2)o1	3	0.2	-5	-8	-2	-5	4	-3	0.4
CCN(CC)c1ccc(NC(=S)NCC2CCCO2)cc1 (centres undefined)	-22	0.3	6	-8	15	-5	2	21	3.4
O=C(Cc1ccccc1F)Nc1ccc(S(=O)(=O)N2CCCCC2)cc1	-1	6.0	-2	-12	1	0	16	-18	3.6
CCc1cccc(NC(=O)c2ccc3c(=O)n4c(nc3c2)CCCCC4)c1	-2	2.7	-10	-7	11	-3	3	8	6.1
O=C(N/C(=C/c1cccs1)C(=O)N1CCOCC1)c1cccs1	-16	1.1	-15	3	-20	-4	2	16	0.8
CC1=C(C(=O)Nc2ccccc2F)C(c2cccs2)C2=C(CCCC2=O)N1 (centres undefined)	-7	-0.1	-13	6	-3	-4	1	24	0.8
CCOC(=O)Nc1ccc2c(c1)N(C(=O)CN1CCN3CCCC3C1)c1ccccc1CC2 (centres undefined)	1	0.9	-8	1	-6	-6	6	9	0.0
O=C(NC(=S)Nc1ccc(Br)cc1)C1CCC1	-5	-1.6	8	-8	-5	-6	0	8	-0.3
COc1ccc(C(OC(=O)c2ccco2)C(=O)NC(C)(C)C)cc1 (centres undefined)	-4	0.5	-10	1	5	-4	6	-17	-0.3
Cc1c(C(C)(C)O)[nH]c2ccc(C#N)cc12	-17	5.1	10	-9	-5	-4	3	23	4.0
CCc1c(C)sc(NC(=O)c2cc(C(C)C)on2)c1C#N	-14	0.3	-23	-2	-5	1	3	12	3.3
CCOC(=O)c1cc(Br)c(=O)n2ccccc12	-21	-0.6	-10	-12	-4	-3	8	18	0.3
COc1ccc2nc(NC(=O)c3ccc(Br)s3)sc2c1	-9	0.3	2	2	-10	-4	3	14	0.1
OC[C@@H]1CN(Cc2ccc(Cl)cc2)C[C@H](n2cnc3c(NC4CCCC4)ncnc32)O1	-18	·	·	·	-9	-2	1	10	2.9
O=C(CSc1nnc(COc2ccccc2)o1)NCCc1ccccc1	-10	0.9	-21	-9	25	-2	11	12	1.3
Cc1ccc(CNC(=O)COC(=O)c2cncc(Br)c2)cc1	-4	0.0	-19	-11	-23	-2	-1	6	0.4
Cc1ccc2c(Cl)cc(Cl)c(OCC(=O)Nc3cccc(S(N)(=O)=O)c3)c2n1	13	1.1	-5	-3	40	-7	19	-7	1.9
CCOc1ccc(Cl)cc1CNc1nnnn1C	-1	-1.0	5	-4	5	-6	1	18	1.4
CCN(CC(=O)Nc1c(F)cccc1F)C(=O)c1ccc(N2CCOCC2)c([N+](=O)[O-])c1	-3	0.8	-12	-2	-6	1	1	-12	1.7
COc1ccccc1C(=O)Nc1ccc(S(=O)(=O)Nc2cc(C)on2)cc1	-8	1.3	4	-10	9	-4	1	14	0.3
COc1ccccc1N1CCN(C(=O)c2cccc(C(=O)N3CCN(c4ccccc4OC)CC3)c2)CC1	-6	0.4	-23	-5	54*	2	17	14	5.5
CCC1CN(C(=O)N2CCC(C(=O)NCc3ccc(C)o3)CC2)c2cc(C)ccc2O1 (centres undefined)	-10	4.4	-25	-12	37	-4	12	-5	7.7
COc1ccccc1/C=C/c1nc(S(=O)(=O)c2ccccc2)c(N(C)C)o1	-1	0.4	-6	-5	-17	-2	-4	8	0.1
COc1ccc(NC(=O)Cn2nnc(C(=O)NCCc3ccccc3)c2N)c(OC)c1	4	1.6	-18	-6	-6	-1	1	-9	0.3
